Screens from PubChem.
miR-122 sensor: blocks miR-122 activity in Huh7 sensor cells. activation (reporter increase), % at 12.5 µM. 0.3% of 340,000 active. AID 602342. Huh7 miR-122 Renilla luciferase sensor, 48 h; neutral wells = 0, positive control = 100;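 active means mean replicate activation score at least 90 and every replicate individually at or above 90; inconclusive means only one of the two criteria met; inactive means neither criterion met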;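 further: higher luciferase means less miR-122 activity so hits act as miR-122 inhibitors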
ERp5 inh: blocks human ERp5 reductase activity on insulin; Q15084; ERp5 insulin aggregation, absorbance 650 nm, 90 min; inhibition, % at 9.99 µM; 0.05% of 350,000 active; AID 651711;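 active means mean replicate inhibition above about 25%, with every replicate also reaching it, limit read from the data, passing the limit was not always enough; inconclusive means only one of those two criteria met; inactive means neither criterion met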
CASP6 VEID inh: inhibitors of human caspase-6; P55212; purified caspase-6, Z-VEID-R110 cleavage fluorescence; inhibition, % at 12.5 µM; 0.53% of 350,000 active;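 active means mean inhibition across replicates at least about 35%, with every replicate also reaching that limit, limit read from the data; inconclusive means only one of the two criteria met; inactive means neither criterion met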;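 further: 0% = median of neutral control wells and 100% = no fluorescence left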
SIRT5 inh: sirtuin-5 (human) deacylase inhibition; 1.1% of 330,000 active; Purified SirT5, succinyl-peptide AMC, trypsin-coupled fluorescence; AID 652115; inhibition, % at 15 µM; Q9NXA8; in the data active means inhibition above about 15%; inconclusive means no clear call, values can overlap the other calls
CFTR F508del cor: correctors of CFTR F508del function in bronchial epithelial cells; CFBE cells, YFP halide quenching; stimulated with forskolin plus potentiator P3; % fluorescence drop versus neutral controls; activity (quench increase), % at 7.58 µM; 0.36% of 350,000 active;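 active means mean added fluorescence quench of at least 8% versus neutral control, with both replicates also reaching 8%; inconclusive means only one of the mean or replicate conditions met; inactive means mean below 8% and not both replicates reaching 8%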;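 further: cells transiently co-express mutant CFTR-F508del with the halide-sensitive YFP; corrector assay measuring rescue of mutant channel to the surface after 24 h compound exposure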
DENV2 CPE: protects cells from dengue virus 2 cytopathic effect; DENV2-infected cells, cytopathic effect rescue, plate reader; CPE inhibition, % at 9.99 µM; 1.7% of 350,000 active; AID 651640; in the data active means CPE inhibition above about 20%, passing the limit was not always enough; inconclusive means no clear call, values can overlap the other calls; tested in BHK-21 cells;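 further: 0% = median of neutral control wells and 100% = median of positive control wells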
ERAP1 HTS inh: blocks human ERAP1 aminopeptidase activity | Q9NZ08 | recombinant ERAP1, Leu-AMC fluorescence, 60 min | inhibition, % at 10.7 µM | 0.15% of 340,000 active;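 active means mean replicate inhibition of at least 30%, or all replicates individually reaching that 30% level; inactive means mean below 30% and not every replicate reaching it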;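 further: 0% = neutral control wells and 100% = L-leucinethiol positive control wells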
Target sequence (Q9NZ08 whole entry, looked up): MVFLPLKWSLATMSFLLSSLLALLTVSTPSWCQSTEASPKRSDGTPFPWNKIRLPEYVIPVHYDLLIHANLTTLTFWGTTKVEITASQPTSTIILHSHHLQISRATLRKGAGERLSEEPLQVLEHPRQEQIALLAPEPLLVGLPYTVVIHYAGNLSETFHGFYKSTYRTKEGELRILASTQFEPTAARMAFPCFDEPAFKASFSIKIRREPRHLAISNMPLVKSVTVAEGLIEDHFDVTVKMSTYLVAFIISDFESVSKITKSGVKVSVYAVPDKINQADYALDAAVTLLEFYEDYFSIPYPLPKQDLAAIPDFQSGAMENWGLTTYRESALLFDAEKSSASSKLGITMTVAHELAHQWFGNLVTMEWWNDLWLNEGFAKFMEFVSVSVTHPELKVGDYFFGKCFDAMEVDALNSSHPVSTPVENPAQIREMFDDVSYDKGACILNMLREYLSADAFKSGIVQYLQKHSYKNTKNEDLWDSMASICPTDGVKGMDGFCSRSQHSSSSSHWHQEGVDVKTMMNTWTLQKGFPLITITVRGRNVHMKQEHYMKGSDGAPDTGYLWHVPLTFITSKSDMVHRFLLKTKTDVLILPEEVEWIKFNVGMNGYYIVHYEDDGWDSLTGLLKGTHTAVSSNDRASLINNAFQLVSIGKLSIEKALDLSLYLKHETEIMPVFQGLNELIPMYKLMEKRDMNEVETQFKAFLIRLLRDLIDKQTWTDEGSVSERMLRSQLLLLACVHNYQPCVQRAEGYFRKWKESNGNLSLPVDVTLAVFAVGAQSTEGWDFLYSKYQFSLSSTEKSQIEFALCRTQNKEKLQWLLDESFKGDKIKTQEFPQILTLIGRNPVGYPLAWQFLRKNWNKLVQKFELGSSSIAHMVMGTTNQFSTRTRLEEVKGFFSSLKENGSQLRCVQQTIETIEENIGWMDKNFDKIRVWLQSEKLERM
An asterisk follows results filed as active; ? = inconclusive; . = no result given; [ ] = another dose, or the depositor's remark.

SMILES	miR-122 sensor	ERp5 inh	CASP6 VEID inh	SIRT5 inh	CFTR F508del cor	DENV2 CPE	ERAP1 HTS inh
CC(Cn1cncn1)C(=O)N1CCN(S(=O)(=O)c2ccccc2)CC1 (configuration not stated)	-5	2	-1	1	0.1	-2	-2
C=C[C@@H]1c2cc(C)ccc2N(S(=O)(=O)c2ccc(C)cc2)[C@H](c2ccc(OC(C)=O)cc2)C1(C#N)C#N	48	2	0	-2	-1.3	2	-4
COCCN(C[C@@H]1N[C@@H](CO)[C@@H]1c1ccc(-c2cccc(F)c2)cc1)C(C)=O	-25[16.7 µM]	-4	2	-7	1.4	5	-1
COc1ccc(NC(=O)N(C)C[C@H]2Oc3ccc(N(C)C)cc3CC(=O)N([C@@H](C)CO)C[C@H]2C)cc1	-5[16.7 µM]	5	-3	6	1.6	18	-1
C[C@@H]1CN([C@@H](C)CO)C(=O)c2cc(NC(=O)CCC(F)(F)F)ccc2O[C@H]1CN(C)C(=O)NC1CCCCC1	1[16.7 µM]	0	1	-4	1.9	-1	-4
O=C(CCCn1c(=O)oc2ccccc21)Nc1ccccc1	5	1	2	-3	-1.4	-1	-4
COc1ccc(/C(N)=N/OC(=O)c2c(-c3ccccc3Cl)noc2C)cc1OC	-6	1	2	0	3.3	-3	3
C[C@@H]1CN([C@@H](C)CO)C(=O)c2cc(-c3cccnc3)cnc2O[C@H]1CN(C)C(=O)c1ccccc1F	-4[16.7 µM]	-6	-2	0	-3.3	-11	2
Cc1ccc(S(=O)(=O)CCC(=O)N2CCN(c3ccc([N+](=O)[O-])cc3)CC2)cc1	.	-1	0	3	1.2	-1	2
COc1ccc(NC(=O)Nc2ccc3c(c2)[C@H]2C[C@H](CC(=O)N4CCOCC4)O[C@@H](CO)[C@H]2O3)cc1	-1[16.7 µM]	.	.	.	-1.4	8	.
CNC[C@H]1Oc2c(NS(=O)(=O)c3cn(C)cn3)cccc2C(=O)N([C@@H](C)CO)C[C@H]1C	-3[16.7 µM]	12	2	-5	-5.6	8	1
O=C(N[C@@H]1CC[C@H](CCNC(=O)C2CCCC2)O[C@H]1CO)c1ccncc1	16[16.7 µM]	4	1	-4	-1.6	8	-2
Cc1cc(C(=O)N/N=C/c2cccnc2)c2ccccc2n1	8	-3	0	2	-0.8	-2	0
Cc1sc(NC(=O)C2CCCC2)c(C#N)c1C	5	1	2	-1	3.0	-10	0
CC(C)Oc1ccc(CN2CCCC(CO)(Cc3ccc(F)cc3)C2)cc1 (configuration not stated)	10	-1	1	-1	-1.4	-1	-1
CN(C)C(=O)C[C@H]1CC[C@H]2[C@@H](COc3ccc(NC(=O)C4CCC4)cc3C(=O)N2C)O1	.	-8	-2	2	-2.1	12	0
O=C(C[C@@H]1CC[C@H](NC(=O)Nc2ccc(C(F)(F)F)cc2)[C@H](CO)O1)NCc1cc(F)cc(F)c1	.	-4	2	1	2.3	4	-1
Cc1ccc(S(=O)(=O)N(C)C[C@H]2Oc3ccc(NS(=O)(=O)c4cccs4)cc3C(=O)N([C@H](C)CO)C[C@@H]2C)cc1	1[16.7 µM]	-6	3	7	0.8	-6	1
CC(C)NC(=O)N(C)C[C@H]1Oc2ccc(NC(=O)CCC(F)(F)F)cc2CC(=O)N([C@@H](C)CO)C[C@H]1C	-6[16.7 µM]	8	1	-3	1.0	4	0
C[C@H](O)C#Cc1ccc2c(c1)O[C@H](CN(C)C(=O)Cc1ccccn1)[C@@H](C)CN([C@H](C)CO)S2(=O)=O	-1[16.7 µM]	-6	3	-1	0.9	-2	0
CC1(C(=O)NS(=O)(=O)c2cccc(OC(F)F)c2)CCN1C(=O)Cc1ccsc1 (configuration not stated)	-5	2	-2	.	0.8	-14	7
CN(c1ccc(OC(=O)CN2C(=O)NC3(CCCC3)C2=O)cc1)S(=O)(=O)c1ccccc1	0	2	6	-1	-1.1	12	-3
CS(=O)(=O)N1CCCCC1c1cc(C(=O)NCc2ccc(F)cc2)no1 (configuration not stated)	-3	-1	-1	.	-0.2	0	0
CCCCn1c(N)c(N(CCOC)C(=O)c2ccc(C)o2)c(=O)[nH]c1=O	.	3	8	-2	-0.1	16	2
CC(C)(C)C(=O)CNS(=O)(=O)c1ccc(S(=O)(=O)NC2CCCC2)cc1	7	-2	2	-6	7.1	-4	1
O=C(C1CC1)N1CC2(C1)[C@H](c1ccccc1)[C@H](CO)N2Cc1ccccc1F	.	-2	-2	1	1.8	3	1
Cc1ccc([N+](=O)[O-])cc1NC(=O)c1ccc2c(c1)OCO2	.	-1	-2	0	-0.7	5	-8
CCCNC(=O)COc1coc(CN2CCN(Cc3ccccc3)CC2)cc1=O	-1	1	0	-1	1.3	0	2
COC(=O)/C(=C/c1c[nH]c2ccccc12)NC(C)=O	17	0	3	1	-1.2	14	3
Cc1sc2ncnc(NCC3CCCO3)c2c1C (configuration not stated)	.	4	-2	2	.	.	2
CC(=O)c1ccc(NC(=O)NNS(=O)(=O)c2ccc([N+](=O)[O-])cc2)cc1	-5	-3	2	-2	0.7	15	2
CN(C)c1cccc(C(=O)Nc2cccc(S(=O)(=O)NC3=NCCC3)c2)c1	4	3	1	3	0.3	1	2
CC(CC(=O)Nc1nnc(CC(C)(C)C)s1)c1ccccc1 (configuration not stated)	3	-8	-3	-1	-1.3	13	-1
COc1ccc(-c2cn(CC[C@H]3CC[C@@H](NC(=O)Nc4ccc(F)cc4)[C@@H](CO)O3)nn2)cc1	.	1	-3	8	-2.9	3	-6
COc1ccc(-c2cc(C(=O)NCc3ccc(F)cc3)[nH]n2)c(C)c1	0	6	8	1	1.8	3	2
Cc1cc(NC(=O)CN2C(=O)/C(=C/c3ccccc3F)SC2=S)no1	-8	2	-3	3	-2.3	-1	1
COc1ccc(-c2cc(CCCC(=O)N3CCN(c4ccc(OC)cc4)CC3)no2)cc1	1	-1	-4	0	0.8	6	4
CCCC(=O)Nc1ccc2c(c1)C(=O)N(C)C[C@H](OC)[C@H](C)CN(C(=O)CN(C)C)[C@H](C)CO2	-3[16.7 µM]	0	.	2	0.4	-5	1
CO[C@@H]1CC[C@@H]2CCN(C)C(=O)[C@H](C)CN(C)C(=O)c3cccc(C#N)c3OC[C@H]1O2	.	-4	-2	-2	.	-2	0
C[C@@H]1CN([C@H](C)CO)C(=O)Cc2cc(NC(=O)CCC(F)(F)F)ccc2O[C@H]1CN(C)Cc1ccc(C(=O)Nc2ccccc2N)cc1	.	1	-1	.	-1.9	-2	-2
CC(C)c1ccccc1OCC(=O)Nc1ccc2[nH]ncc2c1	13	8	2	18*	-1.2	-3	-4
COc1cccc(Cn2c(=O)sc3ccccc3c2=O)c1	.	2	1	-3	-0.7	13	-2
C=CCC[C@@H](Cc1ccc(F)cc1)C(=O)OC[C@H](Cc1c[nH]c2ccccc12)NC(=O)[C@H](CC=C)CC(=O)N(CCO)Cc1ccccc1	.	-5	-1	-1	-2.6	-12	-1
Cc1ccc(OCC(=O)OC2CCCN(C)C2)cc1 (configuration not stated)	.	2	.	2	-2.7	6	7
CCCCN(CCCC)S(=O)(=O)c1ccc(NS(=O)(=O)c2ccc(NC(C)=O)cc2)cc1	-5	8	7	-5	-2.0	1	-2
CCOC(=O)c1cc(C)nc(N2CCCCC2)c1C#N	.	1	3	-6	0.3	1	3
Clc1ccc2nncn2n1	.	4	2	-2	-5.4	-3	0
Cc1ccc(NC2CCCN(C(=O)c3ccccc3-c3ncc[nH]3)C2)cc1C (configuration not stated)	-8	2	1	0	0.1	?	1
CCOC(=O)COc1c(/C=N\O)cc(Cl)cc1OC	.	-5	0	-5	-0.4	8	4
CSc1ccc(C2(O)Cc3cccc[n+]3C2c2ccccc2)cc1 (configuration not stated)	2	-1	2	-6	0.9	-2	-3
CCOC(=O)[C@H]1[C@H]2COc3cc(OC)ccc3[C@@H]2N2C(=O)c3ccc(C)cc3NC(=O)[C@@]12C	.	-3	0	-1	1.4	?	-2
Cc1nn(C)c(C)c1CN(C(=O)C1CCC(=O)N(C2CCCCCC2)C1)C(C)C (configuration not stated)	-4	-6	-2	1	0.5	-7	-4
COc1ccc(N2C(=O)c3ccccc3NC2c2ccc(NC(C)=O)cc2)c(OC)c1 (configuration not stated)	.	1	3	-3	1.5	3	1
Cc1c(C(=O)N2CCCCC2)c(S(=O)(=O)N2CCc3ccccc32)c(C)n1C	.	2	-3	-5	0.4	-3	-1
CNC(=O)CS(=O)(=O)CC(=O)Nc1cc(OCCOC)c(Cl)cc1Cl	-1	1	1	-5	0.4	4	9
CC(C)NC(=O)Nc1ccc2c(c1)C(=O)N([C@@H](C)CO)C[C@H](C)[C@@H](CN(C)Cc1ccc(Cl)c(Cl)c1)OCCCC[C@@H](C)O2	.	13	0	8	0.0	-12	0

Gathered by group, the compounds so far containing an aryl methoxy group
SMILES	miR-122 sensor	ERp5 inh	CASP6 VEID inh	SIRT5 inh	CFTR F508del cor	DENV2 CPE	ERAP1 HTS inh
COc1ccc(NC(=O)N(C)C[C@H]2Oc3ccc(N(C)C)cc3CC(=O)N([C@@H](C)CO)C[C@H]2C)cc1	-5[16.7 µM]	5	-3	6	1.6	18	-1
COc1ccc(/C(N)=N/OC(=O)c2c(-c3ccccc3Cl)noc2C)cc1OC	-6	1	2	0	3.3	-3	3
COc1ccc(NC(=O)Nc2ccc3c(c2)[C@H]2C[C@H](CC(=O)N4CCOCC4)O[C@@H](CO)[C@H]2O3)cc1	-1[16.7 µM]	.	.	.	-1.4	8	.
COc1ccc(-c2cn(CC[C@H]3CC[C@@H](NC(=O)Nc4ccc(F)cc4)[C@@H](CO)O3)nn2)cc1	.	1	-3	8	-2.9	3	-6
COc1ccc(-c2cc(C(=O)NCc3ccc(F)cc3)[nH]n2)c(C)c1	0	6	8	1	1.8	3	2
COc1ccc(-c2cc(CCCC(=O)N3CCN(c4ccc(OC)cc4)CC3)no2)cc1	1	-1	-4	0	0.8	6	4
COc1cccc(Cn2c(=O)sc3ccccc3c2=O)c1	.	2	1	-3	-0.7	13	-2
CCOC(=O)COc1c(/C=N\O)cc(Cl)cc1OC	.	-5	0	-5	-0.4	8	4
CCOC(=O)[C@H]1[C@H]2COc3cc(OC)ccc3[C@@H]2N2C(=O)c3ccc(C)cc3NC(=O)[C@@]12C	.	-3	0	-1	1.4	?	-2
COc1ccc(N2C(=O)c3ccccc3NC2c2ccc(NC(C)=O)cc2)c(OC)c1 (configuration not stated)	.	1	3	-3	1.5	3	1
